# Source: PubChem BioAssay
# HT1080 IDH1KD tx: HT-1080 IDH1 knockdown cell toxicity (counter line) | HT-1080 IDH1 knockdown viability, ATP luminescence, 48 h | AID 686971 | Potency, µM (doses to about 46.1 µM), for the others: at the top dose activity, negative = toxicity, hits mostly cytotoxic | actives 2% (n = 360,000);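 further: potency means the concentration at half of the fitted maximal effect; 0% = DMSO wells and -100% = cell-free medium wells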
#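 Assay cells: HT-1080 with IDH1 knockdown, 750 per well, RPMI/5% FBS. Exposure: 48 h at 37 °C following 2 h pre-incubation. Read: CellTiter-Glo luminescence; fitted concentration-response, curve class assigned.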
# KB-V1 MDR tox: KB-V1 MDR subline cytotoxicity; KB-V1 MDR cells viability, CellTiter-Glo, 72 h; Potency, µM (titrated, usually from 46.1 µM), inactives show top-dose activity change, negative = cytotoxicity, usual class: cytotoxic; actives 3.4% (n = 400,000); AID 1347076; further: potency means the concentration at half of the fitted maximal effect; on the % scale 0 is the no-effect control and ±100 the full control effect; nearly all actives have a fitted effect of over 60% in size
#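 qHTS viability screen in drug-selected KB-V1 MDR cells: 72 h compound treatment at 37 degrees C, ATP luminescence end point.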
# KB-3-1 tox: kills parental KB-3-1 adenocarcinoma cells. KB-3-1 viability, CellTiter-Glo ATP luminescence, 72 h. Potency, µM (doses to about 46.1 µM), for inactives: at the top dose activity change, negative = cytotoxic, actives largely listed as cytotoxic. actives 1.4% (n = 400,000). AID 1347075; further: potency means the concentration at half of the fitted maximal effect; on the % scale 0 is the no-effect control and ±100 the full control effect; nearly all actives have a fitted effect of over 60% in size
#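 Multi-concentration cytotoxicity screen in KB-3-1 cells grown in DMEM lacking phenol red with 10% FBS. After 72 h at 37 °C with compound, ATP-dependent luminescence was recorded.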
# HT1080-NT tox: kills 2HG-producing HT-1080-NT fibrosarcoma cells; HT-1080-NT fibrosarcoma viability, CellTiter-Glo ATP luminescence, 48 h; Potency, µM (highest dose often 46.1 µM), without a hit: at the top dose activity, negative = less viability, actives largely listed as cytotoxic; actives 1.6% (n = 360,000);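 further: NT is the 2HG producing partner of a matched IDH1 knockdown line; potency means the concentration at half of the fitted maximal effect; 0% = DMSO-treated cells and -100% = media-only wells without cells; nearly all actives have a fitted effect of over 55% in size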
#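 Viability by CellTiter-Glo luminescence after 48 h compound exposure at 37C of HT-1080-NT cells (750/well, RPMI, 5% FBS). % activity scaled between DMSO wells and medium-only wells, then curve-fitted and categorized by curve class.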
# GLP-1R agonist: activates the human GLP-1 receptor. P43220. HEK293 GLP-1R CRE-luciferase, luminescence, 4-6 h; cells express a hypersensitive GLP-1R form. Potency, µM (series often up to 45.6 µM), without a hit: at the highest dose activation, most hits filed as activators. actives 0.007% (n = 380,000); further: potency means the concentration at half of the fitted maximal effect; % of control where 0% means no effect
# Target sequence (P43220 whole entry, looked up): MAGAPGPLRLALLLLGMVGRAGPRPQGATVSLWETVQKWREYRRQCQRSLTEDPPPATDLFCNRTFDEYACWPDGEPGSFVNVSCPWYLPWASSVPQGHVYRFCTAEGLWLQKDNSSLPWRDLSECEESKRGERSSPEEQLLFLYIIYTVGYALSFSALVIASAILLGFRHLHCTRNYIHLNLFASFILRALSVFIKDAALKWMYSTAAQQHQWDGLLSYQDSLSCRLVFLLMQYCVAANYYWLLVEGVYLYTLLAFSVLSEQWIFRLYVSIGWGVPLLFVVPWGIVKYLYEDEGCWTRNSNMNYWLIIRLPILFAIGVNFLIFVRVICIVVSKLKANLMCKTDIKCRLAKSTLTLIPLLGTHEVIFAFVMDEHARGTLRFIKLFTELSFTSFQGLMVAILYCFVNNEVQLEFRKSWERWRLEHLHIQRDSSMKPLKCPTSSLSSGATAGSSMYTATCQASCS
# SW480 rereplic: DNA re-replication induction in SW480 cells. SW480 DNA re-replication, Hoechst DNA content imaging, 48 h. Potency, µM (highest dose often 46.1 µM), for the others: top-dose re-replication activation, actives largely listed as activators. actives 1.8% (n = 340,000); further: potency means the concentration at half of the fitted maximal effect; % of control where 0% means no effect; nearly all actives have a fitted effect of over 55% in size
#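 First, 250 cells per well were seeded. Next, compound or vehicle (23 nL) was pinned in, plates sat 48 hr at 37 C. Finally Hoechst was added for 40 min before fluorescence scanning.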
# IL-1B inflam inh: inhibitors of inflammasome signaling (IL-1 beta secretion). THP-1 LPS/ATP IL-1B secretion, AlphaLISA, 16 h; stronger effect = lower value. activity change, % at 57.5 µM. actives 4.7% (n = 360,000); in the data active means activity change below about -50%; inconclusive means mostly about -30% to -49%; further: on the % scale 0 is the no-effect control and ±100 the full control effect
#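 Secreted IL-1B measured by AlphaLISA bead assay after 16 h compound exposure of THP-1 cells; compounds (final up to 57.5 uM) added 1 h before LPS (250 ng/mL) and ATP (1.25 mM) stimulation; lower signal means less secretion.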
# D3 ag: agonists of human D3 dopamine receptor; P35462; D3R DiscoveRx beta-arrestin cells, luminescence, 90 min; max activation, %; actives 0.58% (n = 410,000); AID 652048; in the data active means max activation above about 30%; further: 0% is about no effect; mostly tested at two doses, the higher about 12 µM
# Target sequence (P35462 whole entry, looked up): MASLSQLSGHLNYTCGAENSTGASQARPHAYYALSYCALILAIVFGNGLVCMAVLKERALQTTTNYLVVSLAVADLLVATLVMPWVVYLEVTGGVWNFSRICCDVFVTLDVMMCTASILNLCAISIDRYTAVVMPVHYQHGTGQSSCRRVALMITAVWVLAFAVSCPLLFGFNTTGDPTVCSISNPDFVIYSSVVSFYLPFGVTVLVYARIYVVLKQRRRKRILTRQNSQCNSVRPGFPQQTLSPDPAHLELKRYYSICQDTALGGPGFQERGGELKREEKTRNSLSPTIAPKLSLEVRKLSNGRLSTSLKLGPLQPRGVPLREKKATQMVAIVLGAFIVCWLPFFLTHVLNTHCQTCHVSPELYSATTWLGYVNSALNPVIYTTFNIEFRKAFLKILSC
#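 Agonist mode: compounds and dopamine controls were applied to plated cells for 90 min at 37 degrees C after an overnight attachment at 1500 cells/well. Luminescent read-out followed 30 - 60 minutes at room temperature with DiscoveRx detection reagent.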
# DRD3 antagonist: D3 dopamine receptor (human) antagonism | actives 2.5% (n = 360,000) | AID 652054 | P35462 | max response, negative = inhibition, % | D3R cells, DiscoveRx beta-arrestin luminescence, antagonist mode; stronger effect = lower value; in the data active means max response below about -50%; inconclusive means no clear call, values can overlap the other calls; further: on the % scale 0 is the no-effect control and ±100 the full control effect; mostly tested at two doses, the higher about 12 µM
#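 Cells plated overnight at 1500 cells/well, then exposed to library compounds with dopamine controls for 90 minutes at 37 degrees C. DiscoveRx reagent added for 30–60 minutes at room temperature; luminescence read, quantitative HTS format.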
# An asterisk follows results filed as active; i = inactive; ? = inconclusive; nt = not tested or not shown; [ ] = remark or other dose. Unless noted, the call rests on the fitted dose curve; in most records, active means well fitted curve in the direction sought with a large enough effect; inconclusive means small, poorly fitted or top-dose-only effect, or another doubt; inactive means no such curve, though single readings can be large; an effect the other way counts as inactive or inconclusive. An unsorted share of the library (roughly 12% active in at least one column).
cpd	compound	HT1080 IDH1KD tx	KB-V1 MDR tox	KB-3-1 tox	HT1080-NT tox	GLP-1R agonist	SW480 rereplic	IL-1B inflam inh	D3 ag	DRD3 antagonist
1	CCOC(=O)C1=CCC(c2cccs2)N(S(=O)(=O)c2ccc(C)cc2)C1 (stereo not drawn)	?	-4%	-2%	?	12%	nt	11	-6	?
2	CCN(CC)S(=O)(=O)c1ccc(C(=O)NCC(c2ccc(OC)cc2)N2CCOCC2)cc1 (stereo not drawn)	-2%	-1%	1%	-3%	-3%	-15%	-13	0	15
3	CCc1nc2ccccc2c(C(=O)OCC(=O)C(C)(C)C)c1C	-24%	?	-7%	0%	23%	-1%	15	2	-2
4	COC(=O)c1ccc(C2c3c(-c4ccc(Br)cc4)n[nH]c3C(=O)N2c2ccc(Cl)cc2)cc1 (stereo not drawn)	nt	?	2%	nt	-14%	nt	nt	5	nt
5	COc1ccc(S(=O)(=O)N2CCOC2CNC(=O)C(=O)NCCc2ccccc2)cc1C (stereo not drawn)	?	?	?	-20%	9%	10%	-7	3	6
6	CCN(CC)S(=O)(=O)c1ccc(N(C)C)c(NC(=O)CSCc2c(C)noc2C)c1	7%	?	11%	-6%	15%	?	i	3	13
7	CCOc1ccc(NC(=S)Nc2ccc(F)cc2)cc1	-4%	-3%	-8%	-1%	-7%	28%	-1	3	8
8	CC(/C=N/NC(=O)c1nnn(-c2nonc2N)c1CN1CCCCC1)=C\c1ccccc1	?	5%	?	?	4%	?	-7	0	4
9	Cc1cc(C(=O)NCCCN(C)C)c2ccccc2n1	1%	2%	8%	1%	19%	-6%	3	1	12
10	C=CCSc1ncnc2c1oc1nc3c(cc12)COC(C)(C)C3	3%	?	7%	17%	4%	?	10	7	-10
11	COc1ccc(CCNC(=O)NCCc2c[nH]c3ccccc23)cc1OC	6%	25%	2%	11%	11%	-2%	-17	-1	5
12	CCOC(=O)c1sc(=NC(=O)c2ccc(C)c(C)c2)n(C)c1C	-4%	-22%	0%	20%	5%	-2%	18	5	12
13	Cc1c(/C(O)=C2/C(=O)C(=O)N(CCN(C)C)C2c2ccc(C(C)C)cc2)cnn1-c1ccccc1 (stereo not drawn)	-2%	?	13%	-19%	4%	-9%	7	0	1
14	Cc1oc(-c2ccccc2F)nc1CS(=O)CC(=O)NC1CC1 (stereo not drawn)	6%	?	13%	1%	1%	24%	-3	-7	-18
15	O=C(CCCSc1ccccc1)Nc1ccc(Cl)c(S(=O)(=O)N2CCOCC2)c1	-18%	2.6µM*	?	1%	2%	3%	-3	-1	33
16	CC(C)C(=O)N1c2ccccc2NC2=C(C(=O)CCC2)C1c1ccc(N(C)C)cc1 (stereo not drawn)	14%	-1%	11%	13%	-8%	-6%	-7	-1	-11
17	COc1ccc(NC(=O)Cn2c(=O)n(CCCC(=O)NCc3ccccc3Cl)c(=O)c3ccccc32)c(OC)c1	nt	3%	-3%	nt	0%	nt	nt	-12	nt
18	NC(=O)Cn1cc(C(=O)C(=O)N2CCOCC2)c2ccccc21	15%	?	-5%	15%	-2%	13%	3	1	17
19	Cc1ccccc1NS(=O)(=O)c1ccc(C(=O)NCCCN2CCCC2=O)cc1	14%	29%	-2%	1%	-5%	-1%	18	0	22
20	Cc1cc(CSc2ccccc2)ccc1NC(=O)c1ccc(Cl)c([N+](=O)[O-])c1	-13%	4%	8%	-8%	-9%	-6%	?	3	-6
21	COc1ccc(CNC(=O)Cn2c(=O)n(CC(=O)N3CCCCC3)c(=O)c3sccc32)cc1	-1%	6%	0%	-8%	1%	?	-12	2	-18
22	CCOC(=O)c1cc(S(=O)(=O)N(C)c2ccccc2)[nH]n1	nt	0%	-13%	nt	1%	nt	nt	4	nt
23	COc1ccc(C(O)(CCC(C)C)C(CN2CCOCC2)c2ccc(Cl)cc2)cc1 (stereo not drawn)	?	26µM*	?	?	9%	?	-81*	-3	2
24	O=C(O)CNC(=S)NCc1ccccc1	18%	7%	3%	0%	0%	-3%	12	-1	16
25	OCCNCc1ccc(-c2ccccc2)cc1	-11%	-10%	-25%	-7%	7%	10%	-20	-4	-22
26	C=C(C)c1cccc(C(C)(C)NC(=O)Nc2nncs2)c1	-15%	5%	6%	-8%	8%	?	8	-18	-15
27	CCOc1ccccc1-c1cnc(NC)cn1	10%	-25%	?	?	0%	nt	-6	-6	-1
28	O=C1COc2ccc(C(=O)COC(=O)c3ccco3)cc2N1	-1%	0%	5%	2%	3%	-12%	6	-1	-13
29	O=Cc1ccc(-c2ccccc2C(=O)O)o1	18%	?	2%	18%	0%	2%	12	0	5
30	Cc1nnc(SCC(=O)Nc2sccc2C(N)=O)n1Cc1ccccc1	7%	-7%	7%	-1%	9%	11%	-13	-4	7
31	COc1cccc(NC(=O)c2nnn(CC(=O)Nc3cc(C)cc(C)c3)c2N)c1	?	0%	-10%	?	-4%	?	-4	3	-4
32	CCCc1cc(=O)[nH]c(SCc2cccnc2)n1	-8%	-14%	1%	-4%	13%	-4%	22	-10	14
33	Cc1ccc(-c2c(C#N)c(N)nc3c2CCCC3)o1	-1%	-1%	5%	7%	12%	-24%	6	0	16
34	O=C(O)c1[nH]c2ccccc2c1NS(=O)(=O)c1ccc(F)cc1	1%	10%	1%	1%	0%	-15%	0	3	8
35	Cc1cc(C)nc(SCC(=O)NC2=NN=C(c3ccc(Br)cc3)CS2)n1	16µM*	0%	?	22µM*	-17%	?	-83*	-18	15
36	CCSc1nnc(NC(=O)C(NC(=O)c2ccc(Cl)cc2)C(C)C)s1 (stereo not drawn)	1%	12µM*	6%	1%	-17%	-2%	2	-33	-61*
37	O=C(NCC1CCCO1)c1cccc(S(=O)(=O)N2CCCCC2)c1 (stereo not drawn)	1%	-6%	6%	8%	-8%	?	0	7	16
38	CCOC(=O)CC(NC(=O)CCc1c(C)nc2c(c1C)c(=O)n(C)c(=O)n2C)c1ccc(OCC)c(OC)c1 (stereo not drawn)	nt	-1%	?	nt	-2%	nt	nt	2	nt
39	COc1ccc(CCNC(=O)c2ccc([N+](=O)[O-])cc2)cc1	7%	-5%	-3%	-4%	13%	1%	7	-7	-11
40	CC1(C)Cc2ccccc2C(Nn2cnnc2)=N1	2%	-11%	5%	6%	2%	1%	-4	-4	6
41	COC(=O)c1c(C(=O)OC)c(-c2ccccc2)n2c1CS(=O)(=O)C2	0%	-22%	4%	0%	10%	-5%	-3	4	15
42	Cc1ccc(S(=O)(=O)N2CCCCC2)cc1NC(=O)CCOc1ccccc1	-2%	?	-13%	2%	9%	10%	-2	-9	-18
43	O=C(Cn1nnc(-c2ccccc2)n1)Nc1ccccc1N1CCOCC1	14%	?	3%	10%	13%	-4%	?	10	10
44	Cc1cccc(C)c1OCCn1nnc2ccccc21	-25%	-8%	-7%	-19%	2%	-9%[9.22 µM]	-14	17	19
45	COc1ccc(-c2ccc(NS(=O)(=O)c3ccc([N+](=O)[O-])cc3)cc2)nn1	-4%	14%	17%	-4%	6%	5%	-14	-7	-23
46	COc1cc(OC)cc(C(=O)NCC(=O)OCC(=O)Nc2ccc(C)c(S(=O)(=O)N3CCOCC3)c2)c1	-1%	4%	-4%	-5%	1%	0%	-13	1	1
47	O=C(Nc1nc(=O)c2ccccc2s1)c1ccc(F)cc1	1.4µM*	-6%	0%	16µM*	1%	-3%	-99*	-7	2
48	NC(=S)N=Nc1c(O)n(CCCl)c2ccccc12	1%	?	?	-3%	23%	-74%[inhibitor]	-8	-6	-8
49	O=C(Cc1ccc(Cl)cc1)c1c[nH]c(C(=O)NCCCn2ccnc2)c1	-1%	0%	-3%	-11%	1%	-81%[inhibitor]	14	-10	-4
50	O=C1CN(C(=O)c2ccccc2)C(c2ccccc2)c2cc(Cl)ccc2N1 (stereo not drawn)	-20%	-28%	6%	-8%	14%	19%	5	-3	-15
51	O=C(Cc1ccccc1)NC1CCSc2ccccc21 (stereo not drawn)	15%	-8%	0%	?	-4%	-33%[inhibitor]	-2	2	-13
52	Cc1ccc(C2=NN(C(=O)COc3ncnc4ccccc34)C(c3ccco3)C2)cc1 (stereo not drawn)	?	?	-3%	-27%	-1%	3%	-12	-1	5
53	CCCc1nc2c(ccc3ccccc32)cc1CC	22%	20%	5%	4%	1%	-8%	36	-4	7
54	O=C1CCC(c2ccccc2)=NN1	22%	-10%	9%	11%	7%	-8%	6	-1	0
55	CSCCC(NC(=O)c1ccccc1Cl)C(=O)Nc1ccc(C)c(S(=O)(=O)N2CCOCC2)c1 (stereo not drawn)	7%	-14%	-5%	0%	8%	?	2	1	29
56	O=C(CN1CCc2ccccc2C1)Nc1ccccc1C(=O)NC1CC1	16%	-5%	?	5%	0%	-4%	17	2	-14
57	CN(C(=O)c1cc(COc2ccc(F)cc2Cl)on1)C1CCCc2ccccc21 (stereo not drawn)	?	0%	0%	-17%	-1%	9%	-12	-2	4
58	COCCn1c(SC2CCOC2=O)nc2ccccc2c1=O (stereo not drawn)	-7%	9%	2%	-1%	12%	-13%	61	-1	10

# Numbers 31–33, reprinted for reference:
cpd	compound	HT1080 IDH1KD tx	KB-V1 MDR tox	KB-3-1 tox	HT1080-NT tox	GLP-1R agonist	SW480 rereplic	IL-1B inflam inh	D3 ag	DRD3 antagonist
31	COc1cccc(NC(=O)c2nnn(CC(=O)Nc3cc(C)cc(C)c3)c2N)c1	?	0%	-10%	?	-4%	?	-4	3	-4
32	CCCc1cc(=O)[nH]c(SCc2cccnc2)n1	-8%	-14%	1%	-4%	13%	-4%	22	-10	14
33	Cc1ccc(-c2c(C#N)c(N)nc3c2CCCC3)o1	-1%	-1%	5%	7%	12%	-24%	6	0	16
